Source: PubChem
PrPC TRFRET = cell surface PrPC inhibition, primary TR-FRET screen | P04156 | inhibition, % at 13.8 µM | 0.43% of 370,000 active | TR-FRET read-out; in the data active = inhibition above about 24%; also: 0% = median of the test wells and 100% = reference compound wells
CCHF vOTU inh = CCHFV vOTU protease inhibition | Pep-AMC fluorescence | inhibition, % at 11.5 µM | 0.55% of 370,000 active; in the data active = inhibition above about 30%; also: 0% = vehicle wells with enzyme and 100% = no enzyme wells
TcdB inh = inhibitors of Clostridioides difficile toxin B glycohydrolase; P18177; TcdB glycohydrolase enzymatic assay, plate reader; inhibition, % at 9.99 µM; 0.24% of 350,000 active; in the data active = inhibition above about 10%
Target sequence (P18177 whole entry, looked up): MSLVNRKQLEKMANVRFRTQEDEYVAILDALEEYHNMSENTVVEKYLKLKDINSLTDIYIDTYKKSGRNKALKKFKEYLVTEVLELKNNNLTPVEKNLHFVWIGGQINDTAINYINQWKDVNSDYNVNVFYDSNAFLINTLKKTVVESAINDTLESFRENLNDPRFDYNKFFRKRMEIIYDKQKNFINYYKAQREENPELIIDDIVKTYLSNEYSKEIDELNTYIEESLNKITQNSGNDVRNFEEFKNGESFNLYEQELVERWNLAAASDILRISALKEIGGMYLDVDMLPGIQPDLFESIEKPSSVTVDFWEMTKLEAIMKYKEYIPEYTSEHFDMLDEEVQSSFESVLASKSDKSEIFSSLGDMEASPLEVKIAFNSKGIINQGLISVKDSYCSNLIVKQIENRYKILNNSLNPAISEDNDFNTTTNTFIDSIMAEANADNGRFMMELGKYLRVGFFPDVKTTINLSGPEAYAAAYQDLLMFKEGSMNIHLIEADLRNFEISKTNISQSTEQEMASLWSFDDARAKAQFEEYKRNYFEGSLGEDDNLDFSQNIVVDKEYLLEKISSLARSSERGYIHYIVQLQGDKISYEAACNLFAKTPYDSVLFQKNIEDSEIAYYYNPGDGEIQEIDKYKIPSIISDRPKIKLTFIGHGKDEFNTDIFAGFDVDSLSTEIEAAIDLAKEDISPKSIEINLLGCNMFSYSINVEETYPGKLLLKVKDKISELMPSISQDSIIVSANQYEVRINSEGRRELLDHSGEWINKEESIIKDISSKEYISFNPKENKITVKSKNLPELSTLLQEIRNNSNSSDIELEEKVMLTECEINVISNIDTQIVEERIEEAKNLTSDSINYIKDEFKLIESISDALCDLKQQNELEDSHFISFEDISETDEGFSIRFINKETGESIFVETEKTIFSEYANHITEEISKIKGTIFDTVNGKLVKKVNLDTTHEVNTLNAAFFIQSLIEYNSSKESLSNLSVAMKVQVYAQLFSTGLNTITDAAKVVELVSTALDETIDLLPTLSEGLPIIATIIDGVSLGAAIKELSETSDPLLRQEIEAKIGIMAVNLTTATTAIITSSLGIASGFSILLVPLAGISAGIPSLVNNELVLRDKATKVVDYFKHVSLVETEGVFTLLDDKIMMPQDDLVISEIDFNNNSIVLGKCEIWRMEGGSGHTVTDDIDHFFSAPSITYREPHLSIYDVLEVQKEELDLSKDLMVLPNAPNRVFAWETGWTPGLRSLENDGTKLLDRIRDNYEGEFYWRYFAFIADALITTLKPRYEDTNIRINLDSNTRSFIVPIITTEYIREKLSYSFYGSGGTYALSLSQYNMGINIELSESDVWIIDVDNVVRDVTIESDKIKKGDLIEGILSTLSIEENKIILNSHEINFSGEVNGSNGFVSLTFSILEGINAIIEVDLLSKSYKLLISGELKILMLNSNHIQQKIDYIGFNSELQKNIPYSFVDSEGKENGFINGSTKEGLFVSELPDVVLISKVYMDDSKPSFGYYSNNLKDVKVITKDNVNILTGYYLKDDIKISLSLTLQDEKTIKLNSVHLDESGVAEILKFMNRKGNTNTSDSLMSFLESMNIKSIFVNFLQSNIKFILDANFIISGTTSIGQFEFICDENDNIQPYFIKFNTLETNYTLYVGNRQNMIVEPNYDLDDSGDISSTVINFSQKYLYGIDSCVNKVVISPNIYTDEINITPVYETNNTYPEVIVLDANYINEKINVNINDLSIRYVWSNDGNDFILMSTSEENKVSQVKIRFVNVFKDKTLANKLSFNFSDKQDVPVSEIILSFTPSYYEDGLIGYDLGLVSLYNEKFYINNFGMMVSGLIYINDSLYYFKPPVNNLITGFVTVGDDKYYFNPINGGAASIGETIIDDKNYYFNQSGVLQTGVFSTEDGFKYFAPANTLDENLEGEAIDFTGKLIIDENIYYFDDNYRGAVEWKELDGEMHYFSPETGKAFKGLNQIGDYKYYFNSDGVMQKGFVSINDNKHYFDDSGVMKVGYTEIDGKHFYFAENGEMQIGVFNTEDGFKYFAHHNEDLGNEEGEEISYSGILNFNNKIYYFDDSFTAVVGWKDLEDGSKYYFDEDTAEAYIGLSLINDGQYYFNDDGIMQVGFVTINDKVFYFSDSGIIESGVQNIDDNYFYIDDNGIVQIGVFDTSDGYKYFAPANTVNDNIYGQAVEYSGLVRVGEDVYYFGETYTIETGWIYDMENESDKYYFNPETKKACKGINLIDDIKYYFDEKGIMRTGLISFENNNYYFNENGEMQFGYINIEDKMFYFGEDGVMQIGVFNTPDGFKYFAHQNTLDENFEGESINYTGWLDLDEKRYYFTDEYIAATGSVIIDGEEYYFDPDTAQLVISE
Rv3671c protease = inhibitors of M. tuberculosis serine protease Rv3671c. inhibition, % at 5.96 µM. P9WHR9. AID 2606. 0.048% of 320,000 active; in the data active = inhibition above about 38%;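 also: extracellular domain of Rv3671c used as enzyme; 0% = enzyme with DMSO and 100% = no enzyme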
Vc quorum ag = quorum light induction in luxS cqsA deficient V. cholerae | activation, % at 18.7 µM | V. cholerae BH1578 lux reporter, luminescence, 6 h | 0.16% of 350,000 active; in the data active = activation mostly above about 9.7%, no sharp cut-off; also: not every result past the cut was called active; inactives centre near 0; reference of the scale not given here
MazEF act = increases E. coli MazEF RNase cleavage of RNA; FAM/BHQ RNA-DNA oligo cleavage fluorescence, 5 h; activation, % at 20 µM; 0.32% of 350,000 active; AID 504720; in the data active = activation above about 50%
SSB-PriA inh = K. pneumoniae PriA-SSBct interaction inhibition; AlphaScreen SSBct-PriA binding, biotinylated peptide; inhibition, % at 33 µM; 0.6% of 430,000 active; AID 1272365; in the data active = inhibition mostly above about 37%, no sharp cut-off; inactive = mostly below about 20%;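 also: plate controls were negative control peptide for no effect and reference peptide for full effect; strong numbers were not always called active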
DUSP3 inh = blocks human VHR1 dual specificity phosphatase. recombinant VHR phosphatase, pNPP absorbance. P51452. 0.52% of 290,000 active. inhibition, % at 13.3 µM; in the data active = inhibition above about 50%; also: some compounds called inactive have numbers as strong as hits
Yp Topo-I inh = Y. pestis Topo-I inhibition via cleavage products; Y. pestis Topo-I cleavage product accumulation, plate reader; 0.064% of 360,000 active; activity, % at 10 µM; in the data active = activity above about 50%, passing the limit was not always enough; also: inactives centre near 2
SARS 3CLpro inh = SARS-CoV 3CLpro protease inhibition. inhibition, % at 6 µM. AID 1706. 0.14% of 290,000 active. recombinant SARS-CoV 3CLpro, quenched FRET peptide cleavage. P0C6X7; in the data active = inhibition above about 12%
* marks the source's active call; other numbers are inactive results; i = inactive; x = no result given; & = joins results of further samples. These rows are one share of the data, so the mix of outcomes need not match the whole.

SMILES	PrPC TRFRET	CCHF vOTU inh	TcdB inh	Rv3671c protease	Vc quorum ag	MazEF act	SSB-PriA inh	DUSP3 inh	Yp Topo-I inh	SARS 3CLpro inh
Cn1ccc(C(=O)N/N=C/c2cccnc2)n1	0	-7	-7.1	-3	i	1	x	0	12	4
CC1Sc2ccc(S(=O)(=O)NCCc3ccccc3)cc2NC1=O (stereo unspecified)	-5	5	0.8	-6	-0.4	12	-8	-7	6	3
CCOC(=O)N1CCN(C(=O)COc2ccc3oc4c(c3c2)CCCC4)CC1	-5	14	-1.1	4	-2.8	-4	-3	x	32	x
CCOC(=O)CSc1nc2sc3c(c2c(=O)n1-c1ccccc1)CCN(C)C3	5	-42	0.8	0	i	14	8	0	15	0
COc1ccc(C2(C(=O)Nc3ccc(C)cc3)CCOCC2)cc1	0	-2	0.7	-5	-0.3	1	-3	-1	1	2
COc1ccc(C(=O)C2CCCN(Cc3sc(N4CCCC4)nc3Cl)C2)c(OC)c1 (stereo unspecified)	-2	-4	2.0	0	-0.7	-7	-3	-1	7	-2
Cc1ccc(NC(=O)c2cccc(NC3=NC4CS(=O)(=O)CC4S3)c2)cc1 (stereo unspecified)	2	-10	1.5	6	i	11	6	-6	2	-7
CN1CCN(Cc2coc3c(Cl)cc(Cl)cc3c2=O)CC1	-7	0	-0.4	-2	-0.4	-29	-18	-2	-1	2
CC(=O)NC(Nc1nc2c(s1)CCCC2)(C(F)(F)F)C(F)(F)F	-2	1	x	-3	3.8	1	-22	-17	0	-3
COc1ccc(-c2coc3cc(O)c(OC)cc3c2=O)cc1	-6	-38	0.2	-2	i	0	-9	x	5	x
O=C(Nc1ccc(Cl)cc1)Nc1ccc(S(=O)(=O)Nc2ncccn2)cc1	3	6	0.0	1	-0.3	5	-11	-6	-8	0
COc1ccccc1NS(=O)(=O)c1cccc(NC(=O)c2cncc(Br)c2)c1	3	0	1.3	-14	-7.7	7	-2	x	5	x
COc1ccc(-c2csc(N3CCOCC3)n2)cc1OC	-10	1	x	6	0.7	-5	-2	-4	-4	-3
Cc1nnc(N)nc1C	-2	4	x	-12	i	5	-5	-6	7	-1
Cc1cc(C)n(C(=O)CNC(=O)c2ccc(C(C)(C)C)cc2)n1	1	4	0.3	-7	-0.3	3	-5	-3	-6	6
Cc1cccc(C#Cc2ccccc2)n1	-6	-3	1.6	-12	3.0	4	-29	x	13	x
CCOc1ccc2nc(NC(=O)CSc3nc4c(c(=O)n(C)c(=O)n4C)n3CC)sc2c1	7	-2	x	-6	x	-3	-4	13	x	x
COc1ccccc1CCC(=O)N(C)CC(=O)Nc1ccc(F)cc1	9	2	1.7	-5	i	3	-14	2	5	8
O=[N+]([O-])c1ccccc1-c1ccc(C(=S)N2CCN(c3ccccc3)CC2)o1	5	-8	1.5	-7	i	3	11	-6	-9	-2
CC1CC(C)CN(S(=O)(=O)N2CCCC(C(=O)NC(C)c3ccccc3)C2)C1 (stereo unspecified)	-7	16	1.7	2	0.2	-4	-2	9	5	2

Molecules from the list above containing a Cl atom, in the order listed:
SMILES	PrPC TRFRET	CCHF vOTU inh	TcdB inh	Rv3671c protease	Vc quorum ag	MazEF act	SSB-PriA inh	DUSP3 inh	Yp Topo-I inh	SARS 3CLpro inh
COc1ccc(C(=O)C2CCCN(Cc3sc(N4CCCC4)nc3Cl)C2)c(OC)c1 (stereo unspecified)	-2	-4	2.0	0	-0.7	-7	-3	-1	7	-2
CN1CCN(Cc2coc3c(Cl)cc(Cl)cc3c2=O)CC1	-7	0	-0.4	-2	-0.4	-29	-18	-2	-1	2
O=C(Nc1ccc(Cl)cc1)Nc1ccc(S(=O)(=O)Nc2ncccn2)cc1	3	6	0.0	1	-0.3	5	-11	-6	-8	0

Following part:
SMILES	PrPC TRFRET	CCHF vOTU inh	TcdB inh	Rv3671c protease	Vc quorum ag	MazEF act	SSB-PriA inh	DUSP3 inh	Yp Topo-I inh	SARS 3CLpro inh
Cc1ccc(NC2(C#N)C(=O)Nc3ccccc32)cc1C (stereo unspecified)	-1	-7	2.0	7	4.3	7	-7	8	10	6
COc1ccc2c(CC(=O)O)cc(=O)oc2c1	1	-29	2.0	-9	-0.6	16	-8	0	-4	1
O=C(NNC(=O)C12CC3CC(CC(O)(C3)C1)C2)c1ccccc1O	-8	-3	0.6	5	0.1	1	-13	20	0	0
COc1ccccc1CC(=O)c1ccccc1OC	1	-5	1.2	x	i	-2	-9	x	6	x
CCOC(=O)N1CCN(C(=O)c2ccc(N3C(=O)CCC3=O)cc2)CC1	4	-3	x	1	-0.4	5	-12	2	15	-3
COc1cccc(N2CCN(C(=O)Nc3ccccc3Cl)CC2)c1	-4	1	1.1	-4	-0.3	2	8	18	2	6
CC1CN(c2ccccc2)NC1=O (stereo unspecified)	-4	-1	6.3	12	i	-8	2	-4	1	2
CCc1ccc(O)c(-c2cc(C(=O)Nc3cccnc3)[nH]n2)c1	0	-5	2.3	-15	-0.4	16	9	10	-1	0
CCN(Cc1ccccc1)C(c1cccc(C#N)c1)c1nnnn1C(C)(C)C (stereo unspecified)	8	-9	-0.1	9	1.4	-5	1	11	23	-3
COC(=O)C1=C(C(=O)OC)[C@@H]2N(C)c3ccccc3[C@@]23C[C@@H](C(=O)OC)N(C(=O)c2cc(C)oc2C)C3=N1	x	x	x	-2	i	1	16	19	25	x
O=C(c1ccco1)N1CCCC(N2CCN(c3ccccc3F)CC2)C1 (stereo unspecified)	1	13	0.3	5	1.6	-2	-21	18	-1	-4
COc1ccc(N(C(=O)c2snc(C(N)=O)c2N)C(C(=O)NC2CCCC2)c2cc(OC)ccc2OC)cc1 (stereo unspecified)	-20	8	0.3	-16	2.4	5	-4	10	7	-4
Cc1ccc(S(=O)(=O)NN2C(=O)c3ccccc3NC2c2ccccc2F)cc1 (stereo unspecified)	-4	-5	1.3	9	-0.5	4	6	13	3	1
CC(C)(C)NC(=O)c1c(F)c(F)c(F)c(F)c1F	2	-12	x	-6	-0.3	3	-3	-8	-4	-5
CCN(CC)c1ccc(C(=O)NNC(=O)CCl)cc1	-6	-1	-0.8	3	i	7	-8	-8	8	3
[O-]/C(=C(\C(=S)Nc1cccc2ccccc12)[n+]1ccccc1)c1ccc(OC(F)F)cc1	-3	3	0.0	x	x	10	x	13	-13	7
CCCSc1nnc(NC(=O)Cc2ccc(OC)c(OC)c2)s1	-6	18	0.8	0	i	6	-8	6	10	1
CN1CCC(N(C)C(=O)COc2ccccc2Cl)CC1	3	14	0.2	-1	-0.2	13	-14	x	5	x
O=C(Cn1cc([N+](=O)[O-])cn1)NCc1ccco1	-3	14	0.6	14	i	6	-12	28	-5	6
COC(=O)CSc1nc2cc(OC)ccc2cc1C#N	-6	-6	x	-4	-0.6	203*	-5	24	-3	-1
COC(=O)c1ccc(-n2c(CCC(=O)O)ccc2-c2ccccc2)cc1	x	x	x	-2	i	-20	16	x	4	2
O=C(O)/C=C/C(=O)Nc1ccc(Oc2ccccc2)cc1	6	2	-0.2	0	0.4	-2	-9	-3	2	5
c1c2c(cc3sc(N4CCCCC4)nc13)OCCO2	1	-5	x	-2	-0.3	-8	-6	-11	1	5
O=C(COC(=O)/C=C/c1ccc(C(F)(F)F)cc1)NC(=O)NCc1ccco1	-8	7	0.8	-5	-5.2	3	1	x	9	x
CCN1C(=NCCCCO)N[C@@H](c2cccc(F)c2)C(C(=O)OC)=C1C	-5	6	0.9	4	0.5	-19	-24	5	-2	-6
Cc1cc(C(=O)COc2ccccc2Cl)c(C)n1-c1ccc2c(c1)OCO2	5	4	0.9	-4	-0.1	-6	0	2	17	-6
N#Cc1ccc(-c2csc(NNC(=O)c3ccc(Br)cc3)n2)cc1	-7	2	x	2	-0.4	8	2	29	1	6
COc1ccc(C(=O)N/N=C(/C)c2cccc(NC(=O)c3ccccc3F)c2)cc1	0	3	1.3	-5	i	-6	x	6	8	0
Cc1ccc(N=c2c([N+](=O)[O-])nn(-c3ccc(Cl)cc3)n2O)cc1C	-5	-9	-1.0	12	i	4	28	-5	0	2
Cc1ccc(C(=O)Nc2nc(COc3ccccc3)cs2)s1	30*	5	x	-11	-1.2	2	-12	-6	-24	-3
Cc1nnc(N(Cc2ccco2)C(=O)c2ccc(C#N)cc2)s1	-2	10	x	5	-0.7	13	-9	22	2	4
Cc1ccc(CSc2nnc(-c3cnccn3)n2C)cc1	3	0	0.3	-1	-0.8	11	-7	21	1	-1
COc1cc(NC(=O)c2cc3ccccc3o2)ccc1NC(=O)c1ccco1	-6	4	0.3	15	-0.3	-17	6	6	11	-4
O=C(CNC1CCCCC1)N1CCC2(CC1)OCCO2	-3	-2	x	2	-6.2	8	-10	36	-9	0
COc1ccc(C2=NN(C(=O)CSc3nc(=O)n4cccc(C)c4n3)C(c3ccc(C)cc3)C2)cc1 (stereo unspecified)	-5	-5	-0.2	-11	i	-33	-5	x	6	x
CC1CCc2nc(NC(=O)CN3CCN(Cc4ccc5c(c4)OCO5)CC3)sc2C1 (stereo unspecified)	2	1	x	0	-1.4	5	1	-2	33	-8
COc1cccc(-n2c(N)c(C(=O)Nc3c(C)n(C)n(-c4ccccc4)c3=O)c3nc4ccccc4nc32)c1	-5	1	1.4	-3	-1.6	-38	-11	25	-1	4
O=C(Nc1nccs1)c1cc2c(s1)CCCCC2	4	2	x	-18	i	3	-21	0	-2	3
COc1cc(C2CC(=O)N(CC(=O)NCc3ccco3)c3ccccc3S2)cc(OC)c1OC (stereo unspecified)	-8	-12	1.7	1	-0.2	14	-1	4	9	4
CCCCN(CC)C(=O)c1ccc(Cl)c(Cl)c1	0	-1	x	-14	2.6	-1	-10	-2	2	4

Part of the list above, comma-delimited.
mol,PrPC TRFRET,CCHF vOTU inh,TcdB inh,Rv3671c protease,Vc quorum ag,MazEF act,SSB-PriA inh,DUSP3 inh,Yp Topo-I inh,SARS 3CLpro inh
COc1cccc(N2CCN(C(=O)Nc3ccccc3Cl)CC2)c1,-4,1,1.1,-4,-0.3,2,8,18,2,6
CC1CN(c2ccccc2)NC1=O (stereo unspecified),-4,-1,6.3,12,i,-8,2,-4,1,2
CCc1ccc(O)c(-c2cc(C(=O)Nc3cccnc3)[nH]n2)c1,0,-5,2.3,-15,-0.4,16,9,10,-1,0
CCN(Cc1ccccc1)C(c1cccc(C#N)c1)c1nnnn1C(C)(C)C (stereo unspecified),8,-9,-0.1,9,1.4,-5,1,11,23,-3

(continued)
SMILES	PrPC TRFRET	CCHF vOTU inh	TcdB inh	Rv3671c protease	Vc quorum ag	MazEF act	SSB-PriA inh	DUSP3 inh	Yp Topo-I inh	SARS 3CLpro inh
COc1cccc(-c2ncc3ccccc3c2COC(=O)N(C)C)c1	5	-8	-0.1	5	-0.3	-1	0	x	-10	x
Cc1nc(C)c(C(=O)OCC(=O)NCCc2ccc(F)cc2)s1	-2	11	2.0	x	i	4	-3	x	4	x
CC(=O)C1=C(C)OC(N)=C(C#N)C1c1cccnc1 (stereo unspecified)	3	9	-1.1	6	i	2	-14	-3	6	1
COc1ccc(CCNC(=O)CCNC(=O)N2CC(=O)Nc3ccccc32)cc1OC	7	-9	0.6	-5	-0.3	-7	1	73	-4	-6
Clc1ccc(OCCCCN2CCCCC2)cc1	x	x	x	1	-10	4	-9	14	3	2
CN(C)CCCN(C(=O)COc1ccc(Cl)cc1)c1nc2cc3c(cc2s1)OCCO3	-7	-12	0.2	0	-5.0	35	9&8	x	-14	x
O=C(Cc1cccc(NC(=O)C2CCCN(C(=O)CCc3ccccc3)C2)c1)Nc1cccc(C(=O)N2CCCCC2)c1 (stereo unspecified)	10	2	1.0	x	-0.7	-4	-12	x	34	x
Cc1cc(C)nc(N/N=C/c2cn[nH]c2-c2ccccc2)n1	-1	9	0.2	-6	-0.7	10	x	24	-1	2
N[C@@H](Cc1ccc(O)c(O)c1)C(=O)O	1	11	-2.9	x	i	-3	-2	x	-3	x
Cc1nc(C)c(C(=O)N2CCCC(CCC(=O)NCc3ccc(F)c(F)c3)C2)s1 (stereo unspecified)	-3	-3	1.4	-4	3.1	1	-9	4	5	2
COCCCNC(=O)C[C@H]1C[C@H](C(=O)N2CCOCC2)[C@@]2(C)c3[nH]c4cc(CCC(=O)N(C)C)ccc4c3CCN2C1=O	2	-2	0.7	x	-0.7	4	1	x	-1	x
O=C(Nc1ccc(OC(F)(F)F)cc1)N1CCc2nc(NCc3cccc(Oc4ccccc4)c3)ncc2C1	-5	13	-1.0	x	-0.9	x	x	x	5	x
